Screens deposited in PubChem BioAssay by The Scripps Research Institute Molecular Screening Center.
FBW7 activator: activators of human E3 ligase FBW7; 650,000 compounds, 0.13% hits; normalized activity (activation), % at 26.1 µM; Q969H0; AlphaScreen FBW7–phospho-cyclin E peptide binding, activator screen; in the data active means normalized activity above about 1.9%;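 further: purified mutant Fbw7 with reduced substrate affinity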
Target sequence (Q969H0 whole entry, looked up): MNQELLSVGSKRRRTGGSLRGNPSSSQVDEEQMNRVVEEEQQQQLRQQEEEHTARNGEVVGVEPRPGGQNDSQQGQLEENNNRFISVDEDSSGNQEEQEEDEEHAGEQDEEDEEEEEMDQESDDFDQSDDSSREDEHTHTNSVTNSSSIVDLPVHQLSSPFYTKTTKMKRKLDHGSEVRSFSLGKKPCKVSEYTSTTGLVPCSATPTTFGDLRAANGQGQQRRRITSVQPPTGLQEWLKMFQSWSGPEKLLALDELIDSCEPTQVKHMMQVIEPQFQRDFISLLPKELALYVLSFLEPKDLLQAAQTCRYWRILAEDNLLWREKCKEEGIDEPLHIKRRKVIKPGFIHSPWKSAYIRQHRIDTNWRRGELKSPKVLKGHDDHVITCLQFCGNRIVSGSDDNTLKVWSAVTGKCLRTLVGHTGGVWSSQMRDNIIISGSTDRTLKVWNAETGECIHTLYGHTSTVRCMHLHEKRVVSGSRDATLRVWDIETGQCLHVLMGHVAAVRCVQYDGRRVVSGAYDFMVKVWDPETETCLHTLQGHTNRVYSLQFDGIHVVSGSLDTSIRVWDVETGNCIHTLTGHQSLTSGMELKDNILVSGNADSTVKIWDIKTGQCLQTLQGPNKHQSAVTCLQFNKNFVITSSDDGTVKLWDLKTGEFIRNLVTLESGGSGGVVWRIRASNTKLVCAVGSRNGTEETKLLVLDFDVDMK
GPR151 ag: activates the human receptor GPR151. activation, % at 11.2 µM. PathHunter beta-arrestin GPR151 cells, luminescence. Q8TDV0. 650,000 compounds, 1% hits; in the data active means activation above about 4.9%;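 further: 0% = median of compound wells and 100% = cells with positive control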
Target sequence (Q8TDV0 whole entry, looked up): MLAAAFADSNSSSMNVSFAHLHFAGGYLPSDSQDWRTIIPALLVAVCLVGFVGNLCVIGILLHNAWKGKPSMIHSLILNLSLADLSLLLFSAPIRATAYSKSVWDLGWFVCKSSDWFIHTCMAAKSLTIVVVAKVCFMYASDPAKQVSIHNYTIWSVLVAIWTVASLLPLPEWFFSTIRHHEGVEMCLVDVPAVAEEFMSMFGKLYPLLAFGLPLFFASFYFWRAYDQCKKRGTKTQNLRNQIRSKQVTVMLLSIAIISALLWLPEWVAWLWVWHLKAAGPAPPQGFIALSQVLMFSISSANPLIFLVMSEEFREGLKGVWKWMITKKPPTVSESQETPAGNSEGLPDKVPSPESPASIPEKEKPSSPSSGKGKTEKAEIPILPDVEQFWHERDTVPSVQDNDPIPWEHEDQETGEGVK
TEAD-YAP block: TEAD-YAP interaction inhibition | AID 1259422 | inhibition, % at 9.12 µM | 640,000 compounds, 1.4% hits | HEK-TIYL cells, TEAD-Gal4/YAP UAS-luciferase luminescence; in the data active means inhibition above about 32%;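 further: 0% = median of test compound wells and 100% = reference inhibitor wells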
MITF inh: blocks human microphthalmia-associated transcription factor. 650,000 compounds, 0.91% hits. O75030. inhibition, % at 2.6 µM. AID 1259374. AlphaScreen MITF homodimerization, bead proximity signal; in the data active means inhibition above about 50%;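 further: 0% = vehicle wells with protein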
Active calls of the source: *.

SMILES	FBW7 activator	GPR151 ag	TEAD-YAP block	MITF inh
COc1ccc(N/C=C(/C2=CC(=O)C=CC2=O)[N+](=O)[O-])cc1	-0.3	-0.6	10	30
CCOC(=O)C1=C(C)N=c2s/c(=C\c3ccc(OCc4ccccc4)c(OCC)c3)c(=O)n2C1c1ccccc1 (stereo not drawn)	0.9	0.9	-1	26
Cc1c(C(=O)Oc2ccc(F)cc2)cccc1[N+](=O)[O-]	-0.2	0.0	-3	-2
COc1ccccc1C(C)NC(=O)c1cccs1 (stereo not drawn)	0.0	4.2	3	10
S=c1[nH]nc(Nc2ccc(Br)cc2Cl)s1	0.1	-0.4	1	-10
O=C(NC1CCCCC1)C1COc2ccccc2O1 (stereo not drawn)	0.4	-1.3	1	21
CCOCC(=O)Nc1cc(C(=O)OC)ccc1C(=O)OC	0.8	1.2	6	-7
C/C(NC(=O)/C=C/c1ccccc1)=C1/C(=O)CC2C1C2(C)C (stereo not drawn)	-0.1	-1.2	-4	2
O=C1CC(c2cccs2)CC(O)=C1C=NCCN1CCNCC1 (stereo not drawn)	0.0	1.0	-3	-5
O=c1c(-c2ccccc2)c(O)nc2ccccn12	0.0	0.4	5	-7
COC(=O)C1=CN(C)C=C(C(=O)OC)C1c1ccc(OC)c(OC)c1OC	0.0	1.4	5	1
CC(C)OC(=O)c1ccc2cc(C(=O)OC(C)C)ccc2c1	0.2	-0.4	-28	2
O=C(O)c1ccc2c(c1)C(=O)N(c1ccc(C(=O)O)cc1C(=O)O)C2=O	0.0	0.9	-5	-11
Cn1ncc2nc[nH]c(=O)c21	0.2	-1.2	3	-3
CCn1ccnc1[C@@H]1C[C@H]2CN(c3cccc(OC)c3)C(=O)[C@]23CCCN13	0.8	1.0	-3	9
O=C(CCNC(=O)c1ccc([N+](=O)[O-])cc1)OCN1C(=O)c2ccccc2C1=O	0.0	0.3	9	-11
CC1(C)CC2CC(C)(CN2C(=O)COc2ncnc3sccc23)C1 (stereo not drawn)	-0.1	-1.5	-3	-5
CCCCNC(=O)c1cc2nc(-c3ccccc3)cc(-c3ccccc3)n2n1	0.9	0.5	-2	-1
CCNC(=O)N1c2ccc(OCC)cc2C(C)=CC1(C)C	0.0	4.4	-2	10
O=c1nc(SCc2cccc3ccccc23)c2c([nH]1)CCC2	0.0	2.1	4	-10
O=S(=O)(Nc1cccc(-c2nc3cccnc3s2)c1)c1ccc(F)cc1	0.5	-0.2	-10	0
CCn1c(CNc2ccc(OC)cc2)nnc1SCCN1CCCCC1	0.2	-0.8	-7	16
O=C(O)c1ccc(F)c(S(=O)(=O)N2CCOCC2)c1	-0.2	1.1	1	-6
O=C(Nc1ccc(OC(F)(F)F)cc1)C1=NCCN1	0.0	0.2	11	-2
OCC1CCCN(Cc2ccc3c(c2)CN(Cc2ccc4nsnc4c2)CCO3)C1 (stereo not drawn)	-0.1	-0.9	-12	-7
Cc1nnc(NS(=O)(=O)c2cc(Cl)ccc2Cl)s1	-0.1	0.4	1	0
Cc1ccc(NC(=O)CCNC(=O)Cn2cnc3ccccc3c2=O)c(Br)c1	0.1	1.7	-2	0
Cc1ccc(CNC(=O)C2CCN(Cc3ccc(F)cc3)CC2)cc1	0.2	0.1	3	37
O=C1Nc2cc(C(=O)N3CCc4ccccc43)ccc2Sc2ccccc21	-0.2	-0.4	6	4
CCCNC(=O)c1c(C)cc(=O)oc1C	0.0	2.1	-7	-3
Cc1ccc2c(c1)cc1c(=O)n(CC(=O)N(C)c3ccccc3)nc(C)n12	0.1	0.5	-2	-16
Cn1c(=O)c2c(nc(Sc3nc([N+](=O)[O-])nn3CC(N)=O)n2C)n(C)c1=O	-0.1	0.3	2	10
CCOc1ccc2nc(SCC(=O)Nc3ccccc3SC)sc2c1	-0.1	0.9	-8	2
Nc1ccc(Br)cc1C(=O)N1CCN(c2ccccc2)CC1	-0.1	0.7	-3	-7
CCOc1ccc2c(c1)sc(=N)n2C	0.2	0.4	-1	-2
CC1=C([N+](=O)[O-])C(c2cccc([N+](=O)[O-])c2)N(C)C(=O)N1C (stereo not drawn)	0.0	0.8	-10	7

An excerpt from above with just FBW7 activator and MITF inh.
SMILES	FBW7 activator	MITF inh
Cc1ccc(NC(=O)CCNC(=O)Cn2cnc3ccccc3c2=O)c(Br)c1	0.1	0
Cc1ccc(CNC(=O)C2CCN(Cc3ccc(F)cc3)CC2)cc1	0.2	37

The listing continues.
SMILES	FBW7 activator	GPR151 ag	TEAD-YAP block	MITF inh
COc1ccc(CCNC(=O)c2cn(CCc3ccccc3)nn2)cc1OC	0.4	0.9	3	14
O=C(Nc1cc(Cl)cc(Cl)c1)c1cc(S(=O)(=O)NCC2COc3ccccc3O2)ccc1F (stereo not drawn)	0.0	-0.6	-7	-4
COc1ccccc1CN1CCC(n2nccc2NC(=O)c2cccc(F)c2)CC1	-0.1	-0.3	3	1
CC(=O)N(C)c1nc(-c2ccccc2C)ccc1C(=O)NCC1COc2ccccc2O1 (stereo not drawn)	-0.1	0.1	2	11
CCOC(=O)C1=C(C)NC(=O)NC1c1cc2ccc(C)c(C)c2[nH]c1=O (stereo not drawn)	-0.2	-0.2	-6	5
Cc1c(Cl)cccc1NC(=O)CSCC(=O)Nc1ccc(C(=O)O)cc1	-0.1	0.6	1	12
O=C(Nc1ccccc1F)c1ccc(N2C(=O)c3ccccc3C2=O)cc1	0.1	0.3	-3	21
CCN1CCN(CCCOc2ccc(C)cc2Cl)CC1	-0.1	-0.4	-6	68*
CCN1C(=O)c2ccc(NC(=O)CCSc3ccccc3)c3cccc1c23	-0.1	-2.0	-4	8
c1ccc2cc(CNCc3ccc4c(c3)OCO4)ccc2c1	0.3	-0.6	5	41
COc1cc(C2c3c(-c4ccccc4)n[nH]c3C(=O)N2c2ccccc2)ccc1O (stereo not drawn)	0.1	1.6	1	3
CCOC(=O)C1=C(C)N=c2s/c(=C\c3cc(Cl)cc(Cl)c3O)c(=O)n2C1c1ccc(OC)cc1 (stereo not drawn)	-0.2	1.4	-5	-10
Cc1sc2nc(C3CC3)n(C3CCN(CC(=O)NC(C)(C)C)CC3)c(=O)c2c1C	-0.1	-1.2	-10	-2
COc1ccc(CN2CCN(S(=O)(=O)c3ccc(NC(C)=O)cc3)CC2)cc1OCc1ccccc1	-0.1	0.7	35*	46
Cc1ccc(S(=O)(=O)n2nc(OC(=O)c3ccco3)cc2N)cc1	-0.1	-0.3	-1	-4
COc1ccccc1CN1C(=O)C2CCCCC2C1=O (stereo not drawn)	0.1	0.4	-8	-7
CC(c1ccccc1)C1CC(=O)N(c2ccc(/C=C/C(=O)O)cc2)C1=O (stereo not drawn)	0.2	-0.1	9	-5
NC(=O)c1c(NC(=O)CN2C(=O)CCC2=O)sc2c1CCC2	0.0	1.7	-2	-15
CC(C)CCn1nnnc1C(C(C)C)N1CCC(C(N)=O)CC1 (stereo not drawn)	-0.1	-1.2	3	35
Fc1ccc(N2CCN(Cc3nnnn3Cc3ccccc3)CC2)cc1	-0.2	-0.2	-7	-6
Cc1nc2sc(C(c3ccccc3F)N3CCN(CCO)CC3)c(O)n2n1 (stereo not drawn)	-0.2	-0.9	0	-8
CCOC(=O)CC1=C(C(=O)OCC)C(c2ccccc2[N+](=O)[O-])C(C#N)=C(N)O1 (stereo not drawn)	0.2	-0.8	4	11
O=C1N=c2ccc(Br)cc2=C1c1sc(Nc2cccc(O)c2)nc1O	0.2	3.0	9	16
CC1CCN(C(=O)CN(c2ccc(Cl)c(C(F)(F)F)c2)S(=O)(=O)c2ccccc2)CC1	0.5	0.3	11	9
O=C(NC1CCCCCC1)N1c2ccccc2Sc2ccccc21	0.0	-0.3	7	5
COc1cc2cc3c(N)c(C(=O)N4CCCCCC4)sc3nc2cc1OC	0.0	-1.1	1	3
CCCN(CCC)S(=O)(=O)c1ccc(C(=O)NCCOc2ccc(Cl)cc2)cc1	0.1	2.5	1	-4
Cc1ccc(C)c(Nc2cc(N3CCOCC3)c3nonc3c2[N+](=O)[O-])c1	-0.3	-0.1	6	-3
COC(=O)c1c(NC(=O)c2ccc(S(=O)(=O)N3CC(C)CC(C)C3)cc2)sc2c1CCN(C(C)C)C2 (stereo not drawn)	0.3	0.1	1	-11
CSc1ccc(NC(=O)C2CC23CCN(Cc2cccs2)CC3)cc1 (stereo not drawn)	-0.1	1.8	-3	-3
Cc1ccc(CSc2nc3ccsc3c(=O)n2CCC(C)C)cc1	0.3	-0.1	12	16
CCOC(=O)CN(C(=O)CN1CCC(n2nnc3cc(C)ccc32)CC1)c1ccccc1	0.1	-1.1	-1	-22
C=C(C)CN(CC)C(=O)CC1C(=O)NCCN1CC(C)(C)C (stereo not drawn)	0.1	-1.0	2	9
Cn1cnnc1SCC(=O)c1ccc(Br)cc1	0.0	0.2	6	6
Cc1ccc(-c2c(C(=O)NCc3ccccc3)oc(=O)c3ccccc23)cc1	0.0	0.8	-1	-3
Nc1ccnc(-c2ccc(N3CCOCC3)nc2)n1	0.0	-5.7	-2	-1
CCOc1ccc(NC(C)C(=O)N/N=C(/CC)c2ccccc2)cc1 (stereo not drawn)	0.1	0.5	2	21
COc1ccc(N2CCN(Cn3nc(-c4ccncc4)n(C)c3=S)CC2)cc1	0.0	2.8	5	1
CC(C)NC(=O)c1nn2c(C(F)(F)F)cc(-c3ccc(F)cc3)nc2c1Cl	-0.1	2.3	0	11
CCOC(=O)N1CCN(CCC(=O)Nc2ccc(OC)cc2OC)CC1	0.2	-0.4	-1	1
Oc1ccccc1CNc1ccc(F)cc1	0.0	1.3	-6	-1
N#Cc1ccc(C(=O)NC23CC4CC(CC(C4)C2)C3)c(F)c1	0.0	-0.5	-2	-9
COc1ccc(NC(=O)CN2CCN(C(=O)c3ccco3)CC2)cc1	-0.1	-0.1	7	-8
CC(C)(C)c1cc(CSc2nc3ccccc3s2)cc(C(C)(C)C)c1O	0.0	-0.3	-1	10
Cc1cc(CNC(=O)CCN2Cc3cc(Cl)ccc3OC(C)C2)nn1C (stereo not drawn)	-0.1	0.4	-3	-13
Cc1onc(-c2ccccc2Cl)c1C(=O)NC(C(=O)O)C(C)C (stereo not drawn)	-0.1	1.8	7	2
COc1ccccc1N(CC(=O)NC(C)(C)C)C(=O)CCC(=O)Nc1cc(C)ccn1	0.0	-1.6	2	11
COC(=O)C12CC3C(C1C(C)=NN2C(C)=O)C3(C)C (stereo not drawn)	0.4	-0.3	-6	18
Cc1nn(CC(=O)OCc2cc(=O)oc3ccc4ccccc4c23)c(C)c1[N+](=O)[O-]	0.0	-0.3	2	-11
OCCC1CN(Cc2cnc(-c3ccc(Cl)cc3)nc2)CCN1C1CCCC1 (stereo not drawn)	-0.2	-1.2	11	-2
CCc1ccc(N2C(=O)C3N=NN(CC(=O)Nc4ccc5c(c4)OCCO5)C3C2=O)cc1 (stereo not drawn)	-0.1	-1.2	16	-4
Cc1ccc2nc3c(cc(C#N)c(=O)n3CCN3CCOCC3)c(=O)n2c1	1.0	-0.8	4	9
COc1cc(SC)ccc1C(=O)OCC(=O)Nc1ccc(S(N)(=O)=O)cc1	0.0	-0.9	-4	1
CCOC(=O)c1c[nH]c2ccc(OC(F)(F)F)cc2c1=O	-0.1	0.0	-11	-4
COc1ccc(CN(Cc2ccc(C(=O)O)cc2)C(=S)Nc2cccc(SC)c2)cc1OC	-0.1	-0.6	-5	-5
O=C(NCN1C(=O)C2C3C=CC(C3)C2C1=O)OC1CCCCC1 (stereo not drawn)	0.0	0.7	7	7
CC(C)(C)n1nc2c(c1NC(=O)c1cccc([N+](=O)[O-])c1)CS(=O)C2 (stereo not drawn)	-0.1	0.4	-11	-5
O=C(/C=C/c1ccc(-c2cccc([N+](=O)[O-])c2)o1)c1ccccc1	-0.2	0.1	0	-2
COc1ccc(CN(Cc2ccccc2)C(=S)Nc2ccc(F)cc2)c(OC)c1	-0.1	2.2	2	0
O=C(CCC(=O)OCC(=O)c1ccc(Cl)c([N+](=O)[O-])c1)Nc1ccc(F)cc1	0.1	-1.3	9	12
COc1ccccc1OCCCC(=O)Nc1cccc(F)c1	-0.2	3.9	-13	-7

Entries listed so far that have a Cl atom, in the order listed:
SMILES	FBW7 activator	GPR151 ag	TEAD-YAP block	MITF inh
S=c1[nH]nc(Nc2ccc(Br)cc2Cl)s1	0.1	-0.4	1	-10
Cc1nnc(NS(=O)(=O)c2cc(Cl)ccc2Cl)s1	-0.1	0.4	1	0
O=C(Nc1cc(Cl)cc(Cl)c1)c1cc(S(=O)(=O)NCC2COc3ccccc3O2)ccc1F (stereo not drawn)	0.0	-0.6	-7	-4
Cc1c(Cl)cccc1NC(=O)CSCC(=O)Nc1ccc(C(=O)O)cc1	-0.1	0.6	1	12
CCN1CCN(CCCOc2ccc(C)cc2Cl)CC1	-0.1	-0.4	-6	68*
CCOC(=O)C1=C(C)N=c2s/c(=C\c3cc(Cl)cc(Cl)c3O)c(=O)n2C1c1ccc(OC)cc1 (stereo not drawn)	-0.2	1.4	-5	-10
CC1CCN(C(=O)CN(c2ccc(Cl)c(C(F)(F)F)c2)S(=O)(=O)c2ccccc2)CC1	0.5	0.3	11	9
CCCN(CCC)S(=O)(=O)c1ccc(C(=O)NCCOc2ccc(Cl)cc2)cc1	0.1	2.5	1	-4
CC(C)NC(=O)c1nn2c(C(F)(F)F)cc(-c3ccc(F)cc3)nc2c1Cl	-0.1	2.3	0	11
Cc1cc(CNC(=O)CCN2Cc3cc(Cl)ccc3OC(C)C2)nn1C (stereo not drawn)	-0.1	0.4	-3	-13
Cc1onc(-c2ccccc2Cl)c1C(=O)NC(C(=O)O)C(C)C (stereo not drawn)	-0.1	1.8	7	2
OCCC1CN(Cc2cnc(-c3ccc(Cl)cc3)nc2)CCN1C1CCCC1 (stereo not drawn)	-0.2	-1.2	11	-2
O=C(CCC(=O)OCC(=O)c1ccc(Cl)c([N+](=O)[O-])c1)Nc1ccc(F)cc1	0.1	-1.3	9	12
